High-throughput results from PubChem.
Giardia FBPA inh: blocks Giardia fructose-bisphosphate aldolase activity; Potency, µM (series often up to 59.6 µM), for inactives: at the highest dose activity, negative = inhibition, usual class: inhibitors; purified Giardia FBPA; 290,000 compounds, 0.71% hits; AID 2451; note: potency is the fitted concentration of half-maximal effect; nearly all actives have a fitted effect of over 55% in size
Target sequence (A8B2U2 whole entry, looked up): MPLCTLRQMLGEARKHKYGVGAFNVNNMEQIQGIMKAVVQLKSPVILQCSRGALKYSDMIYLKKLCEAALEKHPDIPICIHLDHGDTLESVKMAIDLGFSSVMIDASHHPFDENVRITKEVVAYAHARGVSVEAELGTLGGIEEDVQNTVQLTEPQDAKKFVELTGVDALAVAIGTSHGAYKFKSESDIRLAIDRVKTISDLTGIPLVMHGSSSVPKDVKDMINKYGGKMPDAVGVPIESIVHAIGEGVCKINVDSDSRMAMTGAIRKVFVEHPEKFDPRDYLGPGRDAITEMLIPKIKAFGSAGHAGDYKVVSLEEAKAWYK
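40 nM FBPA preincubated 10 min at RT with compound (up to 57.5 uM final), then substrate plus GAPDH/TPI/NAD/arsenate coupling and diaphorase/resazurin added. Fluorescence read after 20 min at RT, 525/598 nm.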
AMA1-RON2 inh: disrupts binding of P. falciparum AMA1 to RON2 | AlphaScreen AMA1-biotinylated RON2 peptide binding | Potency, µM (highest dose often 58.2 µM), for the others: at the top dose activity change, negative = inhibition, usual class: inhibitors | 360,000 compounds, 0.2% hits;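 note: potency is the fitted concentration of half-maximal effect; 0% = vehicle wells and -100% = peptide control; nearly all actives have a fitted effect of over 45% in size; some results filed as inactive show a strong effect at the top dose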
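AMA1 (3D7) with his tag at 25 nM final met compounds first, then biotinylated RON2 peptide at 25 nM; detection used donor plus acceptor beads, 10 µg/mL apiece, read by AlphaScreen after 30 min at room temperature.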
HCMV antiviral: human cytomegalovirus inhibition | HFF cells, HCMV-luciferase reporter, 72 h; stronger effect = lower value | activity change, negative = inhibition, % at 57.5 µM | 410,000 compounds, 4.5% hits | AID 1259415; in the data active = activity change below about -60%; inconclusive = no clear call, values can overlap the other calls; inactive = above about -39%
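Compounds were evaluated in HFFs infected with an HCMV luciferase reporter virus (MOI 1 PFU/cell). Luciferase in lysates collected 72 h post infection served as the replication measure.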
AmpC detergent: blocks E. coli AmpC beta-lactamase in detergent assay | AmpC hydrolysis of nitrocefin, absorbance 480 nm, 0.01% Triton | Potency, µM (doses to about 114 µM), inactives show at the top dose activity change, negative = inhibition, most hits filed as inhibitors | 370,000 compounds, 0.041% hits;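 note: potency is the fitted concentration of half-maximal effect; 0% = no-compound wells and -100% = no-enzyme wells; nearly all actives have a fitted effect of over 25% in size; some results filed as inactive show a strong effect at the top dose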
Target sequence (P00811 whole entry, looked up): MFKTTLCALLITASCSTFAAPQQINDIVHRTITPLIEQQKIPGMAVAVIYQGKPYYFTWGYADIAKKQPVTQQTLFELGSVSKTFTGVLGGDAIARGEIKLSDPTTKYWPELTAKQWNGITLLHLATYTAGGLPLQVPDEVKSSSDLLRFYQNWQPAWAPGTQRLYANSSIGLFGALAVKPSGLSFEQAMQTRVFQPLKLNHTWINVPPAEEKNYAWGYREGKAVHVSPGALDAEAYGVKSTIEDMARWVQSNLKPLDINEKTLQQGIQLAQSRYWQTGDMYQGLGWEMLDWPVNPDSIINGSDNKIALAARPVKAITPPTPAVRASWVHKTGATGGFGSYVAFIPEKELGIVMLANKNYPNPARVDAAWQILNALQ
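AmpC (5.3 nM in the dispensed reagent) in 20 mM phosphate pH 7.0 with 0.01% (detergent screen) or 0.0001% Triton X-100 was preincubated with compounds for 15 min at room temperature. Nitrocefin was then added from an 800 uM solution, and hydrolysis was followed at 480 nm.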
HCV inhibitor: inhibitors of hepatitis C virus infection; AID 651820; Potency, µM (titrated, usually from 41.8 µM), for the others: top-dose activity change, negative = inhibition, actives largely listed as inhibitors; 340,000 compounds, 3.4% hits; Huh7.5.1 HCVcc-Cre infection, luciferase reporter, 44 h; note: potency is the fitted concentration of half-maximal effect
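Infectious HCVcc-Cre (~0.5 moi) was added to cells just after compound, with cells seeded 4 h earlier at 1,000 per well. Luciferase activity after 44 h culture reported infection; substrate was incubated 15 min at room temperature before reading.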
Sm TGR block: blocks Schistosoma mansoni thioredoxin glutathione reductase | Q962Y6 | purified TGR, DTNB reduction, TNB absorbance 405 nm | Potency, µM (top dose mostly 114 µM), for the others: at the highest dose activity change, negative = inhibition, usual class: inhibitors | 360,000 compounds, 3% hits; note: potency is the fitted concentration of half-maximal effect; nearly all actives have a fitted effect of over 60% in size
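Kinetic colorimetric format: TGR-catalysed, NADPH-driven DTNB reduction monitored via TNB absorbance. Enzyme dispensed at 20 nM; compound exposure 15 min at room temperature before reaction start.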
Numbers without * were called inactive; ? = inconclusive; nt = not tested or not shown; & = joins results of further samples; [ ] = another dose, or the depositor's remark. Unless noted, calls come from the whole dose curve; as a rule, active = well fitted curve in the direction sought with a large enough effect; inconclusive = small, poorly fitted or top-dose-only effect, or another doubt; inactive = no such curve, though single readings can be large; an effect the other way counts as inactive or inconclusive. Unless noted, % is set by controls: 0 for no effect and ±100 for the full control effect.

Sample of the layout (2 entries):
Results follow in this order: Giardia FBPA inh	AMA1-RON2 inh	HCMV antiviral	AmpC detergent	HCV inhibitor	Sm TGR block
O=c1cc(-c2ccccc2)nc(Sc2ccc([N+](=O)[O-])cc2[N+](=O)[O-])[nH]1
    nt	4%	-34	nt	0%	nt
Cc1cccc(NC(=O)C2CCN(S(C)(=O)=O)CC2)c1C
    -4%	-3%	35	?	5%	0%

The whole of this part, repeating the preview:
Results follow in this order: Giardia FBPA inh	AMA1-RON2 inh	HCMV antiviral	AmpC detergent	HCV inhibitor	Sm TGR block
O=c1cc(-c2ccccc2)nc(Sc2ccc([N+](=O)[O-])cc2[N+](=O)[O-])[nH]1
    nt	4%	-34	nt	0%	nt
Cc1cccc(NC(=O)C2CCN(S(C)(=O)=O)CC2)c1C
    -4%	-3%	35	?	5%	0%
COc1ccc([C@@]2(O)c3c(ccc(CC=C(C)C)c3O)NC(=O)[C@@H]2OC)cc1
    -3%	0%	68	9%	?	-22%
Fc1ccc(Cn2cnc3ccccc32)cc1
    5%	13%	5	2%	6%	-3%
Cc1ccc(S(=O)(=O)CCN2CCC(n3cccc3)CC2)cc1
    5%	-11%	-18	-9%	10%	1%
COc1ccc(S(=O)(=O)NCCc2cn3nc(C)c(C)nc3n2)cc1
    -22%	19%	11	3%	0%	?
CS(=O)(=O)N(CC(=O)N1CCCC1)c1ccccc1F
    -1%	-6%	14	-13%	7%	11%
O=C1c2ccccc2C2=Nc3ccccc3SC(c3ccccc3F)C12 (configuration not stated)
    -23%	-17%	-32	-2%	5µM*	10%
CCOc1ccccc1CN1CCNC(=O)C1CC(=O)NCc1nc(C)cs1 (configuration not stated)
    nt	10%	29	?	nt	?
Cc1ccc2nc(Nc3ccc(Br)cc3)nc(-c3ccccc3)c2c1
    nt	nt	?	12%	nt	-3%
Cn1c(N)c(C(=O)CN2CCc3ccccc3C2)c(=O)n(C)c1=O
    -7%	-2%	-21	?	7%	?
COc1cccc2c(=O)n(CC(=O)N3CCCc4ccccc43)ccc12
    -2%	-3%	23	?	-4%	-30%
Cc1csc(NC(C)c2nc3cc(Cl)c(N4CCCCC4)cc3n2CCOCCO)n1 (configuration not stated)
    nt	34%[activator]	-21	nt	-2%	nt
O=C(OCCc1cc2ccccc2c(=O)o1)c1ccc(C(F)(F)F)cc1
    nt	9%	-1	2%	-12%	-14%
CC(C)CNC(=S)NC(=O)c1ccc([N+](=O)[O-])cc1
    -8%	?	-7	-12%	-7%	?
CC(C)Cc1nc(SCC(=O)N2CCOCC2)c2c(=O)n(C)c(=O)n(C)c2n1
    -1%	-2%	8	?	-13%	0%
O=C1CC(Nc2ccc(N3CCOCC3)cc2)C(=O)N1c1cccc(C(F)(F)F)c1 (configuration not stated)
    -26%	1%	nt	6%	?	28µM*
CCCCCN(C(=O)CCC(=O)OCC(=O)N(C)C1CCCCC1)c1c(N)n(CCCC)c(=O)[nH]c1=O
    nt	3%	13	-3%	3%	-2%
O=C(Nc1ccccc1Cl)Oc1ccc(-c2ccccc2)cc1
    -1%	-7%	23	1%	8%	0%
CCCNC(=S)Nc1ccc(CC(=O)OC)cc1
    6%	16%	-28	-10%	30%[activator]	6%

(continued)
Results follow in this order: Giardia FBPA inh	AMA1-RON2 inh	HCMV antiviral	AmpC detergent	HCV inhibitor	Sm TGR block
CN(C)c1nc(Nn2cnnc2)nc(N(C)C)n1
    16%	18%	-18	-7%	11%	11%
CC(=O)N1c2ccccc2[C@H](C)[C@H]1C
    nt	6%	28	-2%	4%	-12%
COc1cc(C)c(Cl)cc1S(=O)(=O)NC1CC(C)(C)NC(C)(C)C1
    1%	nt	nt	6%	nt	4%
Cc1ccc(Cl)cc1NC(=O)COC(=O)C1CC1
    0%	4%	-24	-7%	7%	-7%
Cc1ccc(N=C2C(=O)Nc3ccccc32)cc1
    -12%	-11%	16	-5%	-7%	-11%
CC1(c2ccc3c(c2)OCCO3)NC(=O)N(CC(=O)c2ccc[nH]2)C1=O (configuration not stated)
    nt	0%	10	4%	8%	-14%
COc1ccc(CCNC(=O)CCSc2nc(-c3ccco3)cc(C(F)(F)F)n2)cc1OC
    -4%	7%	-33	-11%	5.6µM*	1%
CC(C)c1cnc2c(c1SCC(=O)Nc1ccc(C(N)=O)cc1)c(=O)n(C)c(=O)n2C
    nt	nt	35	10%	nt	7%
COc1cccc(CN(C)C(=O)c2cccc(OCc3ccccc3)c2)c1
    8%	-4%	-16	-12%	-6%	-7%
C=CCN(C(=O)c1csnn1)C(C(=O)NC1CCCCC1)c1ccccc1 (configuration not stated)
    13%	-3%	-11	-9%	7%	-7%
CC1CN(C(=O)c2cccc(S(=O)(=O)Nc3ccc(Cl)cc3)c2)CC(C)O1 (configuration not stated)
    2%	4%	-25	-8%	-5%	2%
COC(=O)CC1=C(C(=O)OC)C(c2cc(OC)c(OC)cc2OC)C(C#N)=C(N)O1 (configuration not stated)
    -27%	-5%	-25	-11%	30%	-15%
CC(C)c1ccc(-c2noc(SCC(=O)N3CCN(c4ccc(F)cc4)CC3)n2)cc1
    nt	nt	-12	5%	nt	-4%
CC(C)(C)SCCNC(=O)c1ccc(CN2CCc3ccccc3C2)cc1
    -7%	-3%	53	-15%	-30%	4%
CSc1nc(N2CCOCC2)c2c(c1C#N)CC(C)(C)OC2
    13%	-7%	34	2%	-15%	4%
Cc1ccc(S(=O)(=O)N2CCC(Oc3ccc(-n4cnnn4)cc3)CC2)cc1
    -1%	-5%	-28&46	-10%&17%	-1%	-21%&8%
C=CCNC(=S)/N=c1/ccccn1Cc1ccccc1
    14µM*	4%	-99*	2%	?	?
COc1ccc(N2CCN(C(=O)Nc3ccc(Cl)cc3)CC2)cc1
    nt	nt	-15	13%	nt	8%
COc1ccc(-c2noc(Cn3c(=O)c4ccccc4n(CC(=O)Nc4cccc(OC)c4)c3=O)n2)cc1
    nt	nt	-13	13%	nt	5%
O=C(N/N=C/c1ccncc1)c1cccc(S(=O)(=O)N2CCCC2)c1
    nt	0%	-8	-11%	32%[activator]	-8%

Next part
Results follow in this order: Giardia FBPA inh	AMA1-RON2 inh	HCMV antiviral	AmpC detergent	HCV inhibitor	Sm TGR block
c1ccc(NCc2cccc3ccccc23)nc1
    ?	-10%	-34	2%	-4%	8%
CCC1=C2CC[C@H]3C(=O)N(c4ccccc4)C(=O)[C@H]3[C@H]2[C@@]2(C)C(=NCc3ccccc3)OC(=O)N2C1=O
    3%&2%	-4%	30	0%	8%	-25%
c1ccc(CN2CCc3[nH]c4ccccc4c3C2)cc1
    nt	-3%	13	nt	23%	nt
CCCCOc1ccc(CNC(=O)c2cccc(NC(=O)N3CCSc4ncccc43)c2)cc1
    nt	nt	0	-5%	nt	-8%
Cc1cccc(NC(=O)CSc2nnc(C3CC3)n2CC2CCCO2)c1 (configuration not stated)
    -1%	9%	-29	0%	-10%	21%
O=C(COC(=O)c1ccccc1O)NNC(=O)c1ccc(Br)cc1
    nt	68%[activator]	-11	-14%	?	4%
Cc1ccc(-n2c(=O)c3ccc(C(=O)NCc4ccccc4Cl)cc3n(CC(=O)Nc3cccc(F)c3)c2=O)cc1
    nt	nt	2	4%	nt	4%
CCOC(=O)c1sc(NC(=O)C2=COCCO2)c(C#N)c1C
    nt	-4%	-21	-23%	-4%	3%
Cc1ccc(CCNC(=O)c2c(C)oc3nc(C)nc(N4CCOCC4)c23)cc1
    nt	nt	57	17%	nt	7%
CN(C)S(=O)(=O)c1ccc(Cl)c(C(=O)OCC(=O)c2ccco2)c1
    nt	10%	-2	nt	7%	nt
O=C(O)c1c(-n2cccc2)sc2c1CCCC2
    5%	7%	-10	3%	16%	-33%
CC(C)(C)OC(=O)NCCCC[C@H](NC(=O)c1nc[nH]c1C(=O)NCC(=O)OCc1ccccc1)C(=O)OC(C)(C)C
    1%	169%[activator]	-89*	?	2%	0%
CN(C)c1ccc(/C=N/NC(=O)CNC(=O)c2ccco2)cc1
    1%	11%	-2	-2%	11%	1%
O=C(c1cccs1)N(Cc1ccco1)C1CCS(=O)(=O)C1 (configuration not stated)
    7%	3%	40	-10%	0%	-23%
Cc1ccc(S(=O)(=O)c2cn(CC(=O)Nc3cccc(Cl)c3)c3ccccc3c2=O)cc1
    nt	nt	32	5%	nt	-12%
Cc1c(C)n(Cc2ccc(Cl)cc2)c2ccc(C(=O)NCCN3CCOCC3)cc12
    -2%	-11%	-2	-15%	?	-2%
Cc1cc(C)cc(NC(=O)C2CCCN(S(=O)(=O)c3c(C)noc3C)C2)c1 (configuration not stated)
    ?	0%	39	-1%	-26%	-5%
CN(CC(=O)Nc1ccc(Cl)c(C(F)(F)F)c1)C(=O)CCc1nc2ccccc2c(=O)[nH]1
    nt	10%[11.6 µM]	16	-8%	?	-16%
Cc1ccc(CCNC(=O)c2sc3nc4n(c(=O)c3c2C)CCC4)cc1
    -3%	7%	-5	?	-18%	-3%
COc1cc(C=NNc2nc3c([nH]2)c(=O)n(C)c(=O)n3C)ccc1O
    nt	28%	11	nt	1%	nt

(cont.)
Results follow in this order: Giardia FBPA inh	AMA1-RON2 inh	HCMV antiviral	AmpC detergent	HCV inhibitor	Sm TGR block
Cc1ncoc1C(=O)N1CCCC(C(=O)c2ccc(Oc3ccccc3)cc2)C1 (configuration not stated)
    -12%	6%	-34	5%	11%	5%
COc1ccc(-n2cc(-c3ccc4c(c3)OCO4)n(CC(=O)Nc3cc(Cl)ccc3C)c2=O)cc1
    nt	nt	46	12%	nt	4%
CCC(C)/C(C)=N/NC(=O)c1ccc(CSc2nc3ccccc3s2)cc1 (configuration not stated)
    9%	36%[activator]	45	4%	?	3%
CC(NC(=O)COC(=O)Cc1ccccc1[N+](=O)[O-])c1ccccc1 (configuration not stated)
    2%	5%	50	3%	0%	-2%
CCC(C)c1ccc(NC(=S)NCCn2cc(Cl)cn2)cc1 (configuration not stated)
    -9%	15%	115	-5%	-12%	-23%
COc1ccc(-c2[nH]ncc2CN(C)CCCN2CCOCC2)cc1F
    4%	3%	-34	13%	-10%	6%
CC1SCC(=NOCc2ccccc2)CS1 (configuration not stated)
    4%	-18%	-5	-11%	15%	-6%
CCOc1cc(S(=O)(=O)n2ccnc2)ccc1Br
    -4%	-14%	3	?	8%	0%
N#Cc1ccccc1NS(=O)(=O)c1cc2c3c(c1)CCN3C(=O)CC2
    nt	2%	11	-17%	14%	-4%
CCc1ccccc1NC(=O)c1cccc(NC(=O)/C=C/c2ccco2)c1
    -10%	-4%	-34	0%	?	20µM*
Cc1cc(C)n2c(SCc3ccc(Br)cc3)nnc2n1
    -12%	4%	-2	1%	?	8%
COc1ccc(CC(=O)Nc2cccc(-c3ccc4nnc(C)n4n3)c2)cc1OC
    -4%	-9%	92	-1%	?	0%
O=c1nc(N/N=C/c2ccco2)cn[nH]1
    18µM*	61%[activator]	-4	2%	19%	5%
COc1cc(NC(=O)C2CCCN(S(=O)(=O)c3cn(C)cn3)C2)cc(OC)c1 (configuration not stated)
    nt	nt	-8	-3%	nt	-1%
Cc1cccc(N=C2NC(=O)/C(=C3/C(=O)N(C)c4ccccc43)S2)c1C
    5%	4%	8	-15%	-25%	4%
